Nrf2 inh – Nrf2 pathway inhibition; A549 ARE-Fluc reporter, luciferase luminescence, 18-24 h; 360,000 compounds, 2.1% hits; Potency, µM (series often up to 46 µM), for inactives: at the highest dose activity change, negative = inhibition, hits mostly inhibitors; also: potency is read from the fitted curve at half-maximal effect; % is scaled to controls: 0 for no effect and ±100 for the full control effect; nearly all actives have a fitted effect of over 60% in size
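Cells were seeded and rested 2 h, then exposed to compounds for 18-24 h. CellTiter-Fluor was read first as a viability measure. BugLite was added 15 min before the final luminescent read of ARE-luciferase activity in A549 cells.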
HepG2 tox – counter-screen for TGF-b inhibitors: cytotoxicity in HepG2 cells; HepG2 CAGA-GFP viability, ATP luminescence, 18 h; Potency, µM (top dose mostly 46.1 µM), for inactives: at the highest dose activity change, negative = cytotoxicity, most hits filed as cytotoxic; 410,000 compounds, 0.76% hits; also: potency is read from the fitted curve at half-maximal effect; some results filed as inactive show a strong effect at the top dose
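HepG2 CAGA-GFP cells (1000/well, DMEM with 1% FBS) received compound, then TGF-beta at 500 pg/mL final, and were incubated 18 hours at 37 degrees C. Viability was read by CellTiter-Glo luminescence. Media-only wells were set as complete cell-killing and DMSO as no toxicity.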
CCT chaperon mod – changes cytosolic chaperonin activity | purified chaperonin ATPase assay, HTRF ADP detection, 30 min | activity change, % (concentration not given with the values), hits read low | 360,000 compounds, 0.3% hits; in the data active = activity change below about -30%; also: % is scaled to controls: 0 for no effect and ±100 for the full control effect
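TRiC at 40 or 20 nM final (batch-dependent) in 30 mM Tris pH 7.4, 100 mM KCl, 5 mM MgCl2, 1 mM DTT, with compound at single 76 uM and 10 uM ATP, 30 min at 37 deg C. ADP detected by HTRF Transcreener, 665/615 ratio.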
Nrf2 ARE act – activates Nrf2 signaling. AID 624171. AREc32 ARE-luciferase reporter (MCF7-derived line), luminescence, 24 h. Potency, µM (titrated, usually from 46.1 µM), inactives show at the top dose activation, hits mostly activators. 410,000 compounds, 0.31% hits; also: potency is read from the fitted curve at half-maximal effect; % of control where 0% means no effect; nearly all actives have a fitted effect of over 65% in size
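Reporter line AREc32 (ARE-Fluc), seeded overnight in OPTI-MEM with 5% FBS; compound pin-transferred, 24 hr at 37 deg C, 5% CO2; luminescent read-out.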
A549 viability – counter-screen for Nrf2 inhibitors: cytotoxicity in A549 cells. A549 ARE-Fluc cells, CellTiter-Fluor viability, 18-24 h. Potency, µM (titrated, usually from 46 µM), without a hit: at the highest dose activity change, negative = cytotoxicity, usual class: inhibitors. 390,000 compounds, 0.16% hits; also: potency is read from the fitted curve at half-maximal effect; % is scaled to controls: 0 for no effect and ±100 for the full control effect
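A549 ARE_Fluc cells in 5% FBS OPTI-MEM were exposed to compounds in concentration-response for 18-24 h at 37 deg C. Viability was read by CellTiter-Fluor fluorescence (Ex 405/Em 525) after 30 min, before the luciferase read.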
pAkt inh – Akt phosphorylation inhibition | Neuro2A IGF-stimulated pAkt S473 HTRF, 20 min; stronger effect = lower value | activity change, % for hits at 50 µM | 360,000 compounds, 0.32% hits | AID 651550; in the data active = activity change below about -80%; inconclusive = mostly about -51% to -80%; also: % is scaled to controls: 0 for no effect and ±100 for the full control effect
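Neuro2A cells in DMEM with 0.5% FBS, overnight at 37 deg C, given compound at single 50 µM final, then IGF (6 nM final) for 20 min at 37 deg C. Lysed; phospho-Akt Ser473 by HTRF after 24 h, 665/615 ratio.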
Abeta rescue – restores growth of yeast expressing A-beta42 peptide. yeast expressing A-beta42, growth rescue, OD600, 48 h; response scale: 0% DMSO, 100% iron-clioquinol control. Potency, µM (doses to about 46.1 µM), for inactives: at the top dose growth rescue, most hits filed as activators. 410,000 compounds, 0.063% hits. AID 1347071; also: potency is read from the fitted curve at half-maximal effect; nearly all actives have a fitted effect of over 55% in size
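Yeast growth medium received pinned compounds, then yeast cells expressing toxic A-beta were added; plates incubated at 30 C for 48 hr. Growth read as absorbance at 600 nm, normalized to DMSO and equimolar FeCl3 plus clioquinol controls.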
TGFb inhibitor – TGF-b pathway inhibition | HepG2 CAGA-GFP TGF-b/SMAD3 reporter, GFP fluorescence, 18 h; TGF-beta stimulated, 500 pg/mL final | 410,000 compounds, 1.2% hits | AID 588855 | Potency, µM (titrated, usually from 46.1 µM), for inactives: at the highest dose activity, negative = inhibition, usual class: inhibitors; also: potency is read from the fitted curve at half-maximal effect; % is scaled to controls: 0 for no effect and ±100 for the full control effect; nearly all actives have a fitted effect of over 65% in size
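HEPG2 CAGA-GFP, 1000 cells/well; 2 h settle, 37 C; cpd via pin tool; TGF-b 500 pg/mL final; 18 h, 37 C; GFP imaging ex488/em500-530; %Activity normalised to -TGF-b and +DMSO controls; CRC fit, curve class.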
Mm-Cpn inhibitor – M. maripaludis TRiC chaperonin inhibition; purified Mm-Cpn ATPase, ADP Transcreener TR-FRET; 330,000 compounds, 0.031% hits; Potency, µM (highest dose often 76.9 µM), for inactives: at the top dose activity, negative = inhibition, usual class: inhibitors; AID 504842; also: potency is read from the fitted curve at half-maximal effect; % is scaled to controls: 0 for no effect and ±100 for the full control effect; nearly all actives have a fitted effect of over 80% in size
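Reaction buffer contained 30 mM Tris pH 7.4, 100 mM KCl, 5 mM MgCl2 and 1 mM DTT. Mm-CPN (25 nM final) hydrolysed 10 uM ATP over 30 min at 37°C; ADP was read by HTRF.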
Numbers without * were called inactive; i = inactive; ? = inconclusive; · = not tested or not shown; [ ] = remark or other dose. Unless noted, calls follow the shape of the dose curve; as a rule, active = well fitted curve in the direction sought with a large enough effect; inconclusive = small, poorly fitted or top-dose-only effect, or another doubt; inactive = no such curve, though single readings can be large; an effect the other way counts as inactive or inconclusive.

Screens in order – Nrf2 inh, HepG2 tox, CCT chaperon mod, Nrf2 ARE act, A549 viability, pAkt inh, Abeta rescue, TGFb inhibitor, Mm-Cpn inhibitor
Cc1ccccc1/C=C/c1nc2ccccc2c(=O)[nH]1
→ ?, -22%, 0.8, 9.0%, -9%, i, 6%, 1%, -1%
COc1ccc(C2(c3ccc(OC)cc3)NC(=O)N(CC(=O)NC3CCCC3)C2=O)cc1
→ -14%, 9%, -1.3, -0.4%, 4%, i, 18%, -2%, -1%
CCOc1ccc(CCNC(=O)c2nn(C)c3c2CSc2ccccc2-3)cc1
→ -1%, -20%, ·, 0.6%, 3%, ·, 9%, ?, ·
CCC(CC)c1nnc(NC(=O)C2CCCO2)s1 (stereo not given)
→ 26%, 10%, 2.8, 0.3%, -3%, i, 3%, 19%, 0%
O=C1NC(c2ccccc2Cl)=N/C1=C/c1ccco1
→ 19%, 18µM*, 0.5, ?, -3%, i, -9%, ?, -4%
CCCC(=O)NCc1ccc2c(c1)cc(C)n2C
→ -2%, 6%, 0.9, -0.9%, ·, i, 6%, -3%, -20%
CO/N=C(/CS(=O)(=O)Cc1ccccc1Cl)c1ccc(Cl)cc1Cl
→ -7%, -14%, -1.5, -0.2%, 15%, i, 16%, -36%, 1%
COC(=O)c1ccc(CN(C)S(=O)(=O)c2cccs2)cc1
→ ?, 2%, -1.1, 2.7%, -5%, i, -14%, 0%, -2%
CN(C)S(=O)(=O)c1cccc(C(=O)Nc2ccc(Cl)cn2)c1
→ ?, -22%, -0.5, 0.5%, -3%, i, -41%[inhibitor], 1%, -1%
O=C(NNc1ccccn1)c1ccccc1CC[N+](=O)[O-]
→ -1%, -57%, -1.4, 4.5%, 1%, i, -5%, 1%, -1%
O=C1NC[C@H](CCCCN2C[C@@H](Cc3ccccc3)N(Cc3ccccc3)C(=O)C2=O)N(CCC2CCCCC2)C1=O
→ ·, ·, 1.8, 0.8%, ·, i, 7%, ·, ·
CCN(Cc1ccccc1)S(=O)(=O)c1ccc2oc(C(=O)O)c(C)c2c1
→ 15%, 0%, -0.6, -0.2%, -6%, i, 5%, -2%, 0%
CN(C(=O)c1cc(S(=O)(=O)N2CCCCC2)c[nH]1)C1CCCCC1
→ -16%, -25%, -1.2, -0.5%, 3%, i, -12%, ?, 0%
COc1ccc(S(=O)(=O)Nc2ccc(OCC(=O)O)cc2)c2ccccc12
→ 0%, 26%, -0.6, 4.1%, -1%, i, -11%, 2%, 2%
COC(=O)c1ccc(C(=O)OC)c(NC(=O)c2cccnc2)c1
→ -7%, -30%, -1.5, 1.4%, -1%, i, 1%, 2%, -3%
Cc1cc(C)cc(NC(=S)N2CCN(c3ccccn3)CC2)c1
→ ?, 4%, 1.6, 2.9%, 8%, i, -15%, ?, 0%
O=C(c1ccccc1)N(Cc1ccco1)C1CCS(=O)(=O)C1 (stereo not given)
→ -14%, -1%, 0.9, -0.7%, -11%, ·, 3%, -9%, 1%
COc1ccc(S(=O)(=O)NCC2CCCN(C(=O)C3CCCC3)C2)cc1 (stereo not given)
→ -3%, -26%, -3.7, -0.8%, 1%, i, 2%, -22%, 3%
CCOc1ccc(-n2cnc3sc4c(c3c2=O)CCCC4)cc1
→ -5%, 6%, 0.2, 3.6%, -4%, i, -8%, -13%, -1%
COc1ccc(NC(=O)c2ccc(Cl)cc2)c[n+]1[O-]
→ -4%, 4%, -0.4, -0.5%, -5%, i, -16%, 15%, 1%
Cc1cc(C)cc(NS(=O)(=O)c2ccc(NC(=S)NC(=O)c3ccc(Br)o3)cc2)c1
→ ·, -85%, 0.1, 3.9%, -8%, i, 19%, ?, -13%
COc1cc(Cc2cc(N)nc(N)n2)cc(OC)c1OC
→ -4%, 4%, -1.7, -0.3%, 2%, i, -4%, 0%, -8%
Cc1cccc(N2CCN(C(=O)c3c(C)oc4ncnc(N5CCOCC5)c34)CC2)c1C
→ ?, -4%, ·, -0.4%, 1%, ·, -10%, -13%, ·
Cc1ccc(S(=O)(=O)N(C)C)cc1NC(=O)COC(=O)c1sc2cc(Cl)ccc2c1Cl
→ 2%, 2%, -0.2, 0.3%, 1%, i, 1%, 6%, -4%
CCOc1ccccc1NC(=O)CS(=O)(=O)c1cn(CC(=O)N2CCOCC2)c2ccccc12
→ 0%, 0%, 1.0, 0.4%, 4%, i, 3%, 0%, 0%
COc1cc(C(=O)Nc2cccc(-c3nc4cc(C)ccc4o3)c2)cc(OC)c1OC
→ ?, 2%, -0.7, 7.4%, 3%, i, 1%, 0%, -5%
CCCOc1ccc(/C(CC)=N/NC(=O)C2(C)CC2(Br)Br)cc1 (stereo not given)
→ ?, 20%, -1.4, -0.3%, -8%, i, -3%, ?, 0%
O=C(CN1C(=O)C2CCCCC2C1=O)Nc1nc2ccc(F)cc2s1 (stereo not given)
→ 0%, -18%, -18, 2.8%, -1%, i, 8%, ?, -1%
O=S1(=O)N[C@H](Cc2ccccc2)COc2cccc(N3CCC[C@@H]3CO)c21
→ ·, ·, -0.4, -0.4%, ·, i, 7%, ·, ·
COc1cc2c(cc1OC)C(C(=O)Nc1cc(C)c(OC)c(C)c1)CC(=O)N2 (stereo not given)
→ -7%, 21%, -2.3, 0.4%, -2%, i, -7%, -7%, 0%
Fc1cccc(CCN2CCNC[C@@H]2CC2CCCCC2)c1
→ 8%, -48%, -1.3, -2.5%, 3%, i, -4%, -31%, 1%
Cc1cc(NC(=O)C2CCCO2)ccc1Br (stereo not given)
→ 9%, 0%, -107*, 1.1%, 3%, i, -3%, -5%, 1%
O=S(=O)(NCC(c1cccnc1)N1CCN(Cc2ccccc2)CC1)c1ccc(Cl)cc1 (stereo not given)
→ -11%, 1%, -0.5, -0.8%, -3%, i, 8%, 3%, -1%
Cc1ccc(OCC(=O)NNC(=O)Cn2nnc(-c3ccccc3)n2)cc1
→ 5%, -3%, -0.8, -0.3%, 1%, i, -7%, 22%, 1%
CN(C)CCN1CC(O)=C(c2nc3ccccc3s2)C1=N
→ -2%, -2%, -2.3, 2.7%, 3%, i, -1%, 19%, 1%
COc1ccc(NC(=O)C(C)N(c2ccc(C)cc2)S(C)(=O)=O)c(OC)c1 (stereo not given)
→ -11%, 1%, -2.7, 0.2%, -4%, i, 11%, 0%, 1%
CCOc1ccccc1CNC(=O)c1cc2occc2n1C
→ 9%, -35%, 0.3, 4.8%, 0%, i, -10%, -2%, -2%
COc1ccc(OCc2cc(C(=O)NC(C)c3nc(C)cs3)no2)c(Cl)c1 (stereo not given)
→ ·, -4%, -0.9, 5.5%, ·, i, 7%, -3%, ·
CCC(C)c1ccccc1N1CC(C(=O)NCCc2ccc(OC)c(OC)c2)CC1=O (stereo not given)
→ 9%, 6%, -0.5, 1.8%, -5%, i, 4%, 3%, -1%
O=C(CC1CCCCC1)NCc1ccccc1Cl
→ ?, 1%, 1.7, -0.3%[9.22 µM], 2%, i, 13%, 9%, 2%
O=C(NCc1ccc(OC(F)(F)F)cc1)c1cccc2c1C(=O)c1ccc(N3CCCC3)cc1S2(=O)=O
→ 9%, -10%, -0.8, -0.4%, 17%, i, -2%, -3%, -4%
COc1cc(OC)cc(C(=O)N2CC(=O)Nc3ccc(Cl)cc3C2c2ccccc2)c1 (stereo not given)
→ 3%[9.27 µM], -16%, ·, -0.3%, 0%, ·, 1%, ?, ·
CC1CCC(NC(=O)Nc2cccs2)CC1 (stereo not given)
→ 2%, -11%, -3.0, 2.9%, 2%, i, -1%, -12%, -3%
CN(Cc1nc2c(s1)CCCC2)C(=O)CCc1nnc(-c2ccc3c(c2)OCO3)o1
→ -9%, 4%, 0.9, -0.1%, -3%, i, -7%, ?, -1%
Cc1cc(NC(=O)COc2ccccc2)n(-c2ccccc2)n1
→ ?, -4%, -5.1, 0.3%, -3%, ·, -14%, -14%, 1%
CCCCOc1ccc(NC(=O)c2cc(F)c(F)cc2Cl)cc1
→ -18%, -9%, 1.2, 2.8%, 7%, i, -10%, 0%, 1%
CS(=O)(=O)c1ccc2nc(NC(=O)CCS(=O)(=O)c3ccccc3)sc2c1
→ ?, 7.1µM*, -2.3, ?, 1%, i, -6%, ?, -3%
CCc1nc2ccc(C(=O)N3CCN(S(=O)(=O)CC)CC3)cn2c1N(C=O)CCC(C)C
→ ·, 0%, -1.9, -1.4%, ·, i, -20%, -4%, ·
CC(C)CCOc1ccc(/C=C2\CCn3c2nc2cc(C(=O)O)ccc2c3=O)cc1
→ 0%, 3%, 0.8, 2.0%, 3%, i, -12%, 0%, -3%
O=C(CCS(=O)(=O)c1ccccc1)N1CCOCC1
→ ?, 8%, 3.4, 0.8%, -9%, i, -9%, 6%, 1%
CN1C(=O)CC(C(=O)Nc2ccccc2F)SC1=Nc1ccc2c(c1)OCO2 (stereo not given)
→ -10%, 11%, 1.9, -0.1%, 1%, i, 10%, -1%, 1%

An excerpt from above in order of SMILES length, lowest first:
Screens in order – Nrf2 inh, HepG2 tox, CCT chaperon mod, Nrf2 ARE act, A549 viability, pAkt inh, Abeta rescue, TGFb inhibitor, Mm-Cpn inhibitor
CN(C)CCN1CC(O)=C(c2nc3ccccc3s2)C1=N
→ -2%, -2%, -2.3, 2.7%, 3%, i, -1%, 19%, 1%
CCC(C)c1ccccc1N1CC(C(=O)NCCc2ccc(OC)c(OC)c2)CC1=O (stereo not given)
→ 9%, 6%, -0.5, 1.8%, -5%, i, 4%, 3%, -1%
CC(C)CCOc1ccc(/C=C2\CCn3c2nc2cc(C(=O)O)ccc2c3=O)cc1
→ 0%, 3%, 0.8, 2.0%, 3%, i, -12%, 0%, -3%

Source: PubChem
